LMPTP block – LMPTP phosphatase inhibitors, primary screen, biochemical, fluorescence intensity, uHTS | Low molecular weight phosphotyrosine protein phosphatase (Homo sapiens), P24666 | recombinant LMPTP-A, OMFP fluorogenic substrate | inhibition, % at 20 µM | hit rate 0.22% among 360,000;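 active means compounds that cut the enzyme signal by at least half of the control window in the single-dose screen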;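 further: plate controls were DMSO wells with enzyme plus substrate for no effect and substrate without enzyme for full effect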
Target sequence (P24666 whole entry, looked up): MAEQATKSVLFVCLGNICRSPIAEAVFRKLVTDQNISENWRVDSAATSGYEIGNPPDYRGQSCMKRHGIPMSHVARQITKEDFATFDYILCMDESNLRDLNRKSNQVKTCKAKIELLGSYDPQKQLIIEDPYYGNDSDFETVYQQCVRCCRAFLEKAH
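Test system: LMPTP-A, protein tyrosine phosphatase of low molecular weight; Input: 0.625 nM enzyme; Incubation: 50 min dark incubation at room temperature; Signal: endpoint fluorescence intensity from OMFP dephosphorylation; Read-out basis: % inhibition versus control wells.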
Rpn11 block – Rpn11 (PSMD14) deubiquitinase inhibitors, primary screen, biochemical, fluorescence polarization, uHTS. 26S proteasome non-ATPase regulatory subunit 14 (Homo sapiens), O00487. human 26S proteasome, Ub4-pepOG fluorescence polarization; 20S core pre-blocked with epoxomicin. calls only at 20 µM. hit rate 0.59% among 360,000. AID 588493, 2011;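 active means inhibition at 20 µM, scaled to each plate's controls, above about 33%, limit read from the data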
Target sequence (O00487 whole entry, looked up): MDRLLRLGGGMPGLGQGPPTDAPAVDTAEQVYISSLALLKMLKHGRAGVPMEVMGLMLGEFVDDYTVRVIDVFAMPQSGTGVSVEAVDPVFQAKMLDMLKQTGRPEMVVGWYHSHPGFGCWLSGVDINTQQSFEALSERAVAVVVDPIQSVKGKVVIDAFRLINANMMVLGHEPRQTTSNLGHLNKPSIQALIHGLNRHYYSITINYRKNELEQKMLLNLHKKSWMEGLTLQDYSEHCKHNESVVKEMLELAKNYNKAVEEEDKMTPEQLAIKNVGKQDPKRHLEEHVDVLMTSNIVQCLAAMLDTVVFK
CSN deneddyl inh – inhibitors of CSN-mediated cullin deneddylation, primary screen, biochemical, fluorescence polarization, uHTS. hit rate 0.38% among 360,000. AID 651999, 2013. inhibition, % at 12.5 µM. Purified CSN, SCF-Nedd8-OG deneddylation;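 active means pattern-corrected inhibition above about 35%, with an unprinted fluorescence ratio check between 0.5 and 1.5, limit read from the data, passing the limit was not always enough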;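 further: 0% = enzyme with substrate and 100% = substrate without enzyme; some results filed as inactive read as strong as hits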
Target sequence (Q92905 whole entry, looked up, one chain of several): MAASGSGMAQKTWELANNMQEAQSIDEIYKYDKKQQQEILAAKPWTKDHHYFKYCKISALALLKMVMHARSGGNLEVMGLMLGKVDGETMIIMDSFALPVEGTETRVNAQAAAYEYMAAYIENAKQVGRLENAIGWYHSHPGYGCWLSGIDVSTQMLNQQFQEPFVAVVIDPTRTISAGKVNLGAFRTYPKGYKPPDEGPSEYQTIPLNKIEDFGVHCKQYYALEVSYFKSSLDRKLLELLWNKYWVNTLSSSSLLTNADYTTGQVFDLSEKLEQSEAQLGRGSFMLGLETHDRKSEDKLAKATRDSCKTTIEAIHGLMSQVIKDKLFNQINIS
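Material: purified human Csn5 enzyme expressed in HEK293T cells / Medium: Tris buffer pH 7.5, NaCl, DTT, Tween-20, trehalose, ovalbumin / Compound dosing: 12.5 µM single point / Schedule: 90 min incubation of compound, enzyme and substrate at room temperature / Signal: fluorescence polarization of the substrate / Control set: no-enzyme wells high, enzyme-with-substrate wells low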
Tb MetRS inh – T. brucei MetRS inhibitors, primary screen, biochemical, luminescence; purified T. brucei MetRS, ATP depletion, Kinase-Glo luminescence; methionyl-tRNA synthetase (Trypanosoma brucei brucei); inhibition, % at 11.9 µM; AID 624268, 2012; hit rate 0.4% among 360,000;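 active means inhibition above a per-plate cutoff of the control wells' mean inhibition plus 3 SD, cut at about 5.5% in these data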;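 further: 0% = DMSO wells median and 100% = median of wells with control inhibitor compound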
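Assay system: T. brucei methionyl-tRNA synthetase, purified | Medium: HEPES buffer with MgCl2, KCl, DTT, spermine, BSA, pyrophosphatase | Compound: 11.9 µM single point | Incubation: 15 min enzyme-compound preincubation, 2 h reaction, 10 min detection, 25 °C | Measured by: Kinase-Glo luciferase luminescence reporting remaining unconsumed ATP | Measure: % inhibition normalized to control-well medians | Replication: Singlicate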
DNMT1 inh – human DNMT1 methyltransferase inhibitors, primary screen, biochemical, molecular beacon, fluorescence, HinP1I cleavage, uHTS; inhibition (reported as % activation of signal), % at 10 µM; DNA (cytosine-5)-methyltransferase 1 (Homo sapiens), P26358; hit rate 0.83% among 360,000; in the data active means inhibition above about 50%
SUMO1 PPI mod – modulators of SUMO1 protein-protein interactions, primary screen, biochemical, uHTS | Small ubiquitin-related modifier 1 (Homo sapiens), P63165 | SUMO1 binding to a labelled peptide, TR-FRET, 1 h | inhibition, % at 20 µM | hit rate 0.33% among 360,000; in the data active means inhibition above about 37%
Target sequence (P63165 whole entry, looked up): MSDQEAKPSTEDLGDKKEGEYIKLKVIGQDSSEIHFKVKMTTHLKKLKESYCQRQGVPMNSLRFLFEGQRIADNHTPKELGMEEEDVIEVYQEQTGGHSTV
Scp-1 inhibitor – Scp-1 phosphatase inhibitors, primary screen, biochemical, colorimetric, uHTS | AID 493091, 2011 | hit rate 0.88% among 340,000 | Carboxy-terminal domain RNA polymerase II polypeptide A small phosphatase 1 (Homo … | inhibition, % at 20 µM | Recombinant Scp1, phosphopeptide, malachite green phosphate absorbance;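 active means inhibition above about 50% at 20 µM, limit read from the data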;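 further: plate controls were DMSO wells with enzyme for no effect and wells lacking enzyme for full effect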
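Material: truncated SCP-1 phosphatase (76-261aa) / Buffer or medium: 50 mM Tris acetate pH 5.5, 0.005% Tween-20, 10 mM MgCl2 / Compound dosing: one concentration, 20 µM, with 1.0% DMSO / Incubation: 45 min room-temperature reaction, 5 min colour, 30 min stabiliser / Detection: colorimetric free-phosphate detection, absorbance 630 nm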
PABP1 MLLE inh – inhibitors of PABP1 MLLE–PAM2 peptide binding, primary screen, biochemical, fluorescence polarization, FITC-PAM2, GST-MLLE | Polyadenylate-binding protein 1 (Homo sapiens), P11940 | inhibition, % at 20 µM | hit rate 0.36% among 360,000; in the data active means inhibition above about 35%, passing the limit was not always enough;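 further: plate controls were DMSO wells with GST-MLLE for no effect and wells lacking GST-MLLE protein for full effect; some results filed as inactive read as strong as hits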
NadD block – inhibitors of S. aureus NadD, primary screen, biochemical, colorimetric, uHTS. purified NadD enzyme, colorimetric absorbance read-out. Nicotinate-nucleotide adenylyltransferase NadD (Staphylococcus aureus N315). AID 602399, 2012. inhibition, % at 20 µM. hit rate 0.78% among 360,000; in the data active means inhibition above about 26%; further: some compounds past the cut are filed as inactive
STEP inh – STEP phosphatase inhibitors, primary screen, biochemical, fluorescence intensity, uHTS; hit rate 0.25% among 360,000; recombinant STEP, OMFP fluorogenic substrate; AID 588621, 2011; Tyrosine-protein phosphatase non-receptor type 5 (Homo sapiens), P54829; inhibition, % at 20 µM;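 active means inhibition at 20 µM, scaled per plate between control wells, above about 37%, limit read from the data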;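 further: 0% = DMSO with enzyme and substrate and 100% = substrate only without enzyme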
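Assay system: isolated STEP enzyme / Timing: 20 min at room temperature, dark / Doses: 20 µM, 1% DMSO / Technique: fluorescence intensity, excitation 480 nm, emission 540 nm / Reagent: fluorogenic phosphatase substrate OMFP at 25 µM final / Measure: percent inhibition scaled to no-enzyme and uninhibited-enzyme controls, plate-pattern corrected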
* marks the source's active call; other numbers are inactive results; i = inactive.

SMILES	LMPTP block	Rpn11 block	CSN deneddyl inh	Tb MetRS inh	DNMT1 inh	SUMO1 PPI mod	Scp-1 inhibitor	PABP1 MLLE inh	NadD block	STEP inh
COc1ccc(C(=O)O)cc1S(=O)(=O)NCCN(C)C	-6.2	i	2	-0.8	0	-4	-4	-4	-4	-1
CCN(CC)CCNC(=O)CNC(=O)c1nn(-c2ccc(OC)cc2)c(=O)c2ccccc12	1.1	i	1	-1.6	1	-18	-4	4	-6	1
CN(C)S(=O)(=O)c1cccc(-c2cn3cc(Cl)ccc3n2)c1	-0.4	i	2	-0.9	1	2	-4	1	-8	4
COc1ccc(C(C(=O)NCCC(C)C)N(CCO)C(=O)c2snc(C(N)=O)c2N)cc1 (stereo not drawn)	0.0	i	-4	-0.8	0	-5	-1	-8	6	0
COC(=O)c1ccc(C(=O)OC)c(NC(=O)CN(C)Cc2ccc(Cl)c(Cl)c2)c1	3.5	i	-5	-0.5	-6	3	-8	-10	6	1
CCOc1ncccc1C(=O)OC(C)C(=O)NC1CCCCC1 (stereo not drawn)	-1.2	i	1	-0.5	3	1	-6	-3	10	0
OC1(c2cccc(C(F)(F)F)c2)CCNCC1	-4.0	i	-1	0.2	-2	2	-6	-3	-2	2
CCc1nc(-n2[nH]c(=O)c3ccccc3c2=O)c2c3c(sc2n1)CCCC3	0.2	i	1	0.6	0	6	0	0	1	3
Cn1c(CNS(=O)(=O)c2ccc(Cl)cc2)cc(=O)n(C)c1=O	0.1	i	-2	-0.8	3	0	1	6	-6	-1
Cc1cccc(N=C2NC(=O)/C(=C3/C(=O)N(C)c4ccccc43)S2)c1C	2.8	i	-3	-0.4	5	4	2	3	19	0
CCOc1ccc(CCNC(=O)C2CSC3(C)CCC(=O)N23)cc1OCC (stereo not drawn)	-0.5	i	4	-0.3	1	2	-4	2	3	1
CCOC(=O)N1CCN(C(=O)c2cc3c(s2)-c2c(C)cccc2OC3)CC1	0.9	i	3	-0.6	-3	-18	-6	15	-2	2

9 entries out of the list, sorted by heavy-atom count, descending:
SMILES	LMPTP block	Rpn11 block	CSN deneddyl inh	Tb MetRS inh	DNMT1 inh	SUMO1 PPI mod	Scp-1 inhibitor	PABP1 MLLE inh	NadD block	STEP inh
CCN(CC)CCNC(=O)CNC(=O)c1nn(-c2ccc(OC)cc2)c(=O)c2ccccc12	1.1	i	1	-1.6	1	-18	-4	4	-6	1
COc1ccc(C(C(=O)NCCC(C)C)N(CCO)C(=O)c2snc(C(N)=O)c2N)cc1 (stereo not drawn)	0.0	i	-4	-0.8	0	-5	-1	-8	6	0
COC(=O)c1ccc(C(=O)OC)c(NC(=O)CN(C)Cc2ccc(Cl)c(Cl)c2)c1	3.5	i	-5	-0.5	-6	3	-8	-10	6	1
CCOC(=O)N1CCN(C(=O)c2cc3c(s2)-c2c(C)cccc2OC3)CC1	0.9	i	3	-0.6	-3	-18	-6	15	-2	2
Cc1cccc(N=C2NC(=O)/C(=C3/C(=O)N(C)c4ccccc43)S2)c1C	2.8	i	-3	-0.4	5	4	2	3	19	0
CCOc1ncccc1C(=O)OC(C)C(=O)NC1CCCCC1 (stereo not drawn)	-1.2	i	1	-0.5	3	1	-6	-3	10	0
CN(C)S(=O)(=O)c1cccc(-c2cn3cc(Cl)ccc3n2)c1	-0.4	i	2	-0.9	1	2	-4	1	-8	4
COc1ccc(C(=O)O)cc1S(=O)(=O)NCCN(C)C	-6.2	i	2	-0.8	0	-4	-4	-4	-4	-1
OC1(c2cccc(C(F)(F)F)c2)CCNCC1	-4.0	i	-1	0.2	-2	2	-6	-3	-2	2

The results go on.
SMILES	LMPTP block	Rpn11 block	CSN deneddyl inh	Tb MetRS inh	DNMT1 inh	SUMO1 PPI mod	Scp-1 inhibitor	PABP1 MLLE inh	NadD block	STEP inh
COc1cc(O)c(C(=O)O)c(CCc2ccccc2)c1	-0.9	i	-3	0.9	2	3	-7	1	-4	0
O=[N+]([O-])c1ccccc1S(=O)(=O)Nc1ccc(S(=O)(=O)N2CCCC2)cc1	-0.5	i	0	-0.2	2	-1	-1	8	-1	-1
COc1cc(COc2ccc3c(C)c(CC(=O)O)c(=O)oc3c2C)cc(OC)c1OC	-1.7	i	-1	1.7	2	15	-4	-10	-7	-1
Cc1ccc2nc3c(cc(C(=O)NC4CCS(=O)(=O)C4)n3Cc3ccccc3)c(=O)n2c1 (stereo not drawn)	0.5	i	1	-0.6	0	-22	-3	-8	10	-2
O=C(Cc1ccccc1)N/N=C/c1ccc2c(c1)OCO2	5.6	i	-14	-0.8	-2	-7	-3	-8	-3	1
COc1cccc(-n2c(SCC(=O)c3c[nH]c4ccccc34)nc3ccccc3c2=O)c1	2.6	i	3	-1.2	-3	0	-1	-10	21	1
CC(C)OCCCNC(=O)c1ccc2c(c1)S(=O)(=O)c1ccccc1C2=O	0.1	i	0	0.1	3	-41	-3	-1	-4	-2
C[C@H](CO)N1C[C@H](C)[C@@H](CN(C)S(=O)(=O)c2ccccc2)Oc2ccc(NS(=O)(=O)c3cn(C)cn3)cc2C1=O	-2.1	i	-4	-2.2	2	-1	42	-2	2	-2
COc1ccc(NC(=O)CN(C)C(=O)c2cccc(S(=O)(=O)N3CCN(Cc4ccccc4)CC3)c2)cc1	-7.8	i	4	-0.6	-3	-15	-9	0	-7	-3
COc1ccc(/C=C2\SC(=S)N(Cc3cccnc3)C2=O)cc1C	3.3	i	3	-0.4	-2	-14	8	-4	7	4
Cc1ccc(C)c(OCC(=O)Nc2nc3ccc([N+](=O)[O-])cc3s2)c1C	0.0	i	-3	-0.8	-12	-11	-5	15	15	0
COc1cc(C)nc(N(C)S(=O)(=O)c2ccccc2Cl)n1	0.5	i	-2	-0.7	0	-2	-7	-3	-1	0
CC(C)(C)c1ccc(C(=O)OCCNC(=O)c2c(Cl)nc3ccccn23)cc1	2.1	i	1	-0.9	5	4	-2	-5	-12	5
CC(O)CNCCCCOc1ccc(OCc2ccccc2)cc1 (stereo not drawn)	-1.5	i	1	-0.1	-3	0	-7	10	-12	-5
O=C1OC(NC(=O)c2ccccc2)C(N2CCOCC2)=C1Cl (stereo not drawn)	-0.2	i	-2	-0.4	2	-4	-13	-6	-2	0
S=c1[nH]nc2ccccn12	-4.8	i	2	-0.5	3	-2	-2	15	-2	1
COc1ccc(S(=O)(=O)N(CC(=O)NC2CCCC2)c2ccccc2OC)cc1	-0.7	i	-1	-0.1	2	3	-7	-2	6	-2
COc1ccc(NC(=O)N2CCCC(C(=O)NCCc3ccccc3)C2)cc1 (stereo not drawn)	-0.2	i	1	-0.7	0	-1	-1	-8	-2	0
O=C(NNc1c(Cl)cccc1Cl)c1c(F)cccc1Cl	-1.5	i	4	-0.2	0	-2	2	-5	4	-1
CC(=O)NC1CC2CCCC(C1)N2CC(=O)NCc1ccc(F)cc1 (stereo not drawn)	0.0	i	1	-1.6	1	1	-1	3	-4	2
Cc1cccn2c(=O)cc(COC(=O)C(C)Oc3ccccc3)nc12 (stereo not drawn)	0.2	i	-3	-0.1	6	-10	11	-13	1	4
CCOC(=O)CCc1ccc(NC(=O)/C=C/c2ccc([N+](=O)[O-])o2)cc1	2.0	i	4	-0.1	-13	-27	5	-34	16	-2
COc1ccc(N2CCCn3c2nc2c3c(=O)n(Cc3ccccc3F)c(=O)n2C)c(OC)c1	-0.3	i	-5	-0.1	-3	8	-12	4	2	2
CN(Cc1nc(-c2cnccn2)no1)C1CC(C)(C)NC(C)(C)C1	-1.6	i	-5	-0.6	-6	-1	-2	-2	-2	-3

Shown as comma-separated lines: part of the list above.
SMILES,LMPTP block,Rpn11 block,CSN deneddyl inh,Tb MetRS inh,DNMT1 inh,SUMO1 PPI mod,Scp-1 inhibitor,PABP1 MLLE inh,NadD block,STEP inh
O=C(NNc1c(Cl)cccc1Cl)c1c(F)cccc1Cl,-1.5,i,4,-0.2,0,-2,2,-5,4,-1
Cc1cccn2c(=O)cc(COC(=O)C(C)Oc3ccccc3)nc12 (stereo not drawn),0.2,i,-3,-0.1,6,-10,11,-13,1,4

(list continues)
SMILES	LMPTP block	Rpn11 block	CSN deneddyl inh	Tb MetRS inh	DNMT1 inh	SUMO1 PPI mod	Scp-1 inhibitor	PABP1 MLLE inh	NadD block	STEP inh
O=C(Nc1ccccc1)OCc1cc(-c2ccccc2Cl)on1	1.2	i	1	-0.7	-6	-2	-9	-3	-2	2
COc1ccc(CN2CN=C(Nc3nc4ccccc4s3)NC2)cc1	3.5	i	2	-0.1	-3	0	-2	-5	-2	2
CC(C)(C)c1nnc(NC(=O)c2cccnc2Cl)s1	-0.6	i	5	0.1	-2	1	-1	-10	-1	-2
CC(Oc1ccccc1)C(=O)N1CCN=C1SCc1ccccc1F (stereo not drawn)	0.9	i	0	0.4	2	-1	-9	-14	-6	1
C[C@H](CCC(=O)NCC(=O)O)[C@H]1CC[C@H]2C3[C@H](O)C[C@@H]4C[C@H](O)CC[C@]4(C)[C@H]3C[C@H](O)[C@]12C (stereo partly drawn)	0.4	i	-4	-1.4	3	-2	-6	-11	-3	1
COCc1cc(C)n(CC(=O)Nc2c(C)cccc2C)c(=O)c1C#N	-1.3	i	3	-0.4	0	-1	-4	2	-7	2
COc1ccc(CCN2CC(C(=O)NCCc3ccccn3)CCC2=O)cc1 (stereo not drawn)	-1.6	i	3	-0.1	0	1	-2	4	-3	-2
CN(C)C(=O)c1ccc(NC(=O)CN2C(=O)NC3(CCCc4ccccc43)C2=O)cc1 (stereo not drawn)	-1.4	i	3	0.0	6	-2	2	0	-1	-1

Screens from PubChem.
